TcdB GH inh = inhibitors of Clostridioides difficile toxin B glycohydrolase; TcdB glycohydrolase enzymatic assay, plate reader; inhibition, % at 9.99 µM; 350,000 tested, 0.24% active; AID 652162; in the data active = inhibition above about 10%
Target sequence (P18177 whole entry, looked up): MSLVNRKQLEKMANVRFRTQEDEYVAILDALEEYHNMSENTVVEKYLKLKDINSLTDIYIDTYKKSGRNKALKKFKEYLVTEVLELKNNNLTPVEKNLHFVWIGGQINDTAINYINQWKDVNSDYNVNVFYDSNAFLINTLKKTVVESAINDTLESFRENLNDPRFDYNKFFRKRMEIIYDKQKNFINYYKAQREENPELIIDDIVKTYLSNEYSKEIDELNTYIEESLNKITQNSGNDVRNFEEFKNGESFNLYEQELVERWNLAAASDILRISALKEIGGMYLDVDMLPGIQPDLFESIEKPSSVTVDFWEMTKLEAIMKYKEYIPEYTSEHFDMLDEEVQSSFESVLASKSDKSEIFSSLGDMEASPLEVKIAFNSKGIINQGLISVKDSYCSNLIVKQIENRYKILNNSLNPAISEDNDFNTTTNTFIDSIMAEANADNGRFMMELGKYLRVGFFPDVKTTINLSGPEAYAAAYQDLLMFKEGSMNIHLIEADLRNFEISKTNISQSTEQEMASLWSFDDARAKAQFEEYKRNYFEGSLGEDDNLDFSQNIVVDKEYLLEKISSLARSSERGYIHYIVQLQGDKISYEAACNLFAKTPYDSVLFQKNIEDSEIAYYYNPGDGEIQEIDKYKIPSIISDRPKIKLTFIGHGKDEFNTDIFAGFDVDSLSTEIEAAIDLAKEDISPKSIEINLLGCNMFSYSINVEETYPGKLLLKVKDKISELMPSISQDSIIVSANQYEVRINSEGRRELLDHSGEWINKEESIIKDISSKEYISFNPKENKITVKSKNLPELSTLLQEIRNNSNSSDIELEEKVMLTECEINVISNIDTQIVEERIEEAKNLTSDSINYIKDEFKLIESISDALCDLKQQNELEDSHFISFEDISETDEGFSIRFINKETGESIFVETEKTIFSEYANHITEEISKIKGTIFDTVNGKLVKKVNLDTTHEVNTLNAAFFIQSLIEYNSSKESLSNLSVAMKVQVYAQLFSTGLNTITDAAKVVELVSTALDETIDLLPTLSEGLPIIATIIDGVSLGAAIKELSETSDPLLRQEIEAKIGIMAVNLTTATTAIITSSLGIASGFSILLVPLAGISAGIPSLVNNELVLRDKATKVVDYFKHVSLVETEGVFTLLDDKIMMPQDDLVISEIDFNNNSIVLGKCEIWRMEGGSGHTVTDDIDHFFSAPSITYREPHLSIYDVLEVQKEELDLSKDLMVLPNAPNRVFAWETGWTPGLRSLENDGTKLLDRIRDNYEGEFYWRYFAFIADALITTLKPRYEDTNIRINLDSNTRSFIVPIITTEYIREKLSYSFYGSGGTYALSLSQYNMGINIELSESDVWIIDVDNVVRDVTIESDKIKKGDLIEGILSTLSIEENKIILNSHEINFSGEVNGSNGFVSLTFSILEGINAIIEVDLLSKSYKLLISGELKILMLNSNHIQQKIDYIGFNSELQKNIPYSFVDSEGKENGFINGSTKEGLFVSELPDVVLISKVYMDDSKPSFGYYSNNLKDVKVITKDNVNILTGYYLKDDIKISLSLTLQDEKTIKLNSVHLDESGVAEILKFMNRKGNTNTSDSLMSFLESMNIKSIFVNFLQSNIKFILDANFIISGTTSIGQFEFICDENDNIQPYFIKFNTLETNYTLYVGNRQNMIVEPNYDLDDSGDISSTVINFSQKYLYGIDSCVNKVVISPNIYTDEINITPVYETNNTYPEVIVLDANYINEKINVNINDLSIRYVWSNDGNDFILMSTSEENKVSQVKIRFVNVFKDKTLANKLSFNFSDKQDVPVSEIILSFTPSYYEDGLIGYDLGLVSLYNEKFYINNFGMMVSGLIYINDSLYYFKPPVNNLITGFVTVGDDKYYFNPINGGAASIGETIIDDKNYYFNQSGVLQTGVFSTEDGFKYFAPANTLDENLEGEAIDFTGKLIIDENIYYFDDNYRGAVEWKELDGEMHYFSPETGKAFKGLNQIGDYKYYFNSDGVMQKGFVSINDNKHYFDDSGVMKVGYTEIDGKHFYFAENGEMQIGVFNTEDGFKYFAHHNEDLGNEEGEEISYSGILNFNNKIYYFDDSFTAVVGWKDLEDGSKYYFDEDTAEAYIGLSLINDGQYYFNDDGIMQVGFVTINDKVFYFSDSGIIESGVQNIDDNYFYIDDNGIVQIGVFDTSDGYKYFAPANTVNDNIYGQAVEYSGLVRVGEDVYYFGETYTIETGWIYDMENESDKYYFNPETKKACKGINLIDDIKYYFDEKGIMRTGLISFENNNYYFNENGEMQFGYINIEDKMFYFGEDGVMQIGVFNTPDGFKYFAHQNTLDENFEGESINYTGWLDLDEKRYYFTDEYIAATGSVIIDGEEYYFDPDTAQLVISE
* hit, by the source's call. Not all compounds are listed (hit frequency here may not be typical).

SMILES	TcdB GH inh
CO[C@H]1CN(C)C(=O)c2ccc(NC(=O)NC(C)C)cc2OC[C@H](C)N(C)C[C@@H]1C	0.6
COCC#Cc1ccc([C@H]2[C@@H](CO)N3C(=O)CN(C(=O)c4ccncc4)C[C@H]23)cc1	0.1
COC(=O)[C@H]1[C@H](CO)[C@H]2Cn3c(ccc(-c4ccccc4OC)c3=O)[C@H]2N1C(=O)c1cnccn1	0.1
COc1ccccc1S(=O)(=O)N(C)C[C@@H]1Oc2cc(C#CCC3CCCC3)ccc2S(=O)(=O)N([C@H](C)CO)C[C@@H]1C	0.6
CO[C@@H](CN(C)Cc1cc(F)ccc1F)[C@H](C)CN([C@@H](C)CO)S(=O)(=O)c1ccc(Cl)cc1	-0.9
C[C@@H]1CCCCO[C@@H](CN(C)C(=O)Nc2ccc3c(c2)OCO3)[C@H](C)CN([C@@H](C)CO)C(=O)c2cc(NC(=O)CCC(F)(F)F)ccc2O1	1.3
CNC[C@@H]1Oc2ccc(NS(=O)(=O)c3ccccc3)cc2C(=O)N([C@H](C)CO)C[C@@H]1C	0.1
C[C@H]1CN([C@@H](C)CO)C(=O)c2cc(NC(=O)Cc3ccccc3)ccc2O[C@@H]1CN(C)C(=O)Nc1ccc2c(c1)OCO2	-0.1
COc1ccc(NC(=O)N(C)C[C@H]2Oc3ccc(NC(=O)NC4CCCCC4)cc3C(=O)N([C@@H](C)CO)C[C@@H]2C)cc1	-2.0
C[C@H](NC(=O)C[C@H]1C[C@H]2c3cc(NC(=O)NC4CCCC4)ccc3O[C@H]2[C@@H](CO)O1)c1ccccc1	-12
C[C@H]1CCCCO[C@H](CN(C)C(=O)c2ccccc2)[C@@H](C)CN([C@@H](C)CO)C(=O)c2cc(NC(=O)CCCN(C)C)ccc2O1	0.3
N#C[C@H]1N[C@H](CO)[C@@H]1c1ccc(C#CC2CCCCC2)cc1	0.3
C[C@@H]1CN([C@H](C)CO)C(=O)Cc2cc(NS(=O)(=O)c3ccc(Cl)cc3)ccc2O[C@H]1CN(C)Cc1ccc(Cl)c(Cl)c1	-1.6
CN1c2ccc(-c3cccc(C#N)c3)cc2[C@@H]2[C@@H](CCN2S(=O)(=O)c2ccccc2)[C@H]1CO	-1.5
Cc1noc(C)c1NC(=O)N(C)C[C@H]1OCCCC[C@@H](C)Oc2ccc(NS(=O)(=O)c3cccs3)cc2C(=O)N([C@@H](C)CO)C[C@@H]1C	-0.1
COCC(=O)Nc1ccc2c(c1)C(=O)N(C)C[C@H](OC)[C@H](C)CN(CC1CC1)[C@@H](C)CO2	0.2
Cc1ccccc1-c1ccc2c(c1)O[C@@H](CN(C)C(=O)C1CC1)[C@@H](C)CN([C@H](C)CO)S2(=O)=O	-0.6
C[C@@H]1CN([C@@H](C)CO)C(=O)c2cc(NS(=O)(=O)c3ccc(Cl)cc3)ccc2O[C@@H]1CN(C)Cc1ccc2c(c1)OCO2	1.2
CO[C@@H]1CN(C)C(=O)c2ccc(NC(=O)c3ccccc3F)cc2OC[C@@H](C)N(C(=O)c2ccccc2F)C[C@@H]1C	-0.6
CO[C@@H]1CN(C)C(=O)c2cc(NC(=O)c3ccc(F)cc3)ccc2OC[C@H](C)N(C(=O)c2ccc(F)cc2)C[C@@H]1C	0.5

Exported with bars between the fields: 3 of the compounds above.
smiles | TcdB GH inh
C[C@@H]1CN([C@H](C)CO)C(=O)Cc2cc(NS(=O)(=O)c3ccc(Cl)cc3)ccc2O[C@H]1CN(C)Cc1ccc(Cl)c(Cl)c1 | -1.6
CO[C@@H](CN(C)Cc1cc(F)ccc1F)[C@H](C)CN([C@@H](C)CO)S(=O)(=O)c1ccc(Cl)cc1 | -0.9
Cc1ccccc1-c1ccc2c(c1)O[C@@H](CN(C)C(=O)C1CC1)[C@@H](C)CN([C@H](C)CO)S2(=O)=O | -0.6

4 of the compounds above, as labelled records:
CNC[C@@H]1Oc2ccc(NS(=O)(=O)c3ccccc3)cc2C(=O)N([C@H](C)CO)C[C@@H]1C
  TcdB GH inh = 0.1

COC(=O)[C@H]1[C@H](CO)[C@H]2Cn3c(ccc(-c4ccccc4OC)c3=O)[C@H]2N1C(=O)c1cnccn1
  TcdB GH inh = 0.1

COc1ccccc1S(=O)(=O)N(C)C[C@@H]1Oc2cc(C#CCC3CCCC3)ccc2S(=O)(=O)N([C@H](C)CO)C[C@@H]1C
  TcdB GH inh = 0.6

C[C@H](NC(=O)C[C@H]1C[C@H]2c3cc(NC(=O)NC4CCCC4)ccc3O[C@H]2[C@@H](CO)O1)c1ccccc1
  TcdB GH inh = -12

Other structures
SMILES	TcdB GH inh
C[C@@H]1CN([C@H](C)CO)C(=O)c2cc(NS(=O)(=O)c3cccs3)ccc2O[C@@H](C)CCCCO[C@@H]1CN(C)C(=O)NC1CCCCC1	1.0
O=C(c1ccc2c(c1)OCO2)N1CC[C@@H]2[C@H](CO)Nc3ccc(-c4ccc(F)cc4)cc3[C@@H]21	1.0
COCCNC(=O)C[C@H]1C[C@H]2c3cc(NC(=O)C4CCC4)ccc3O[C@H]2[C@H](CO)O1	-0.3
C[C@@H]1CCCCO[C@H](CN(C)S(C)(=O)=O)[C@H](C)CN([C@@H](C)CO)C(=O)c2cc(NC(=O)Nc3ccc4c(c3)OCO4)ccc2O1	0.4
CC(C)CC#Cc1cnc2c(c1)C(=O)N([C@@H](C)CO)C[C@@H](C)[C@H](CN(C)Cc1ccc3c(c1)OCO3)O2	-0.6
CC(=O)N(C)C[C@H]1Oc2cc(C#Cc3ccccc3F)ccc2S(=O)(=O)N([C@@H](C)CO)C[C@H]1C	-0.7
C[C@H](NC(=O)C[C@H]1CC[C@@H](NC(=O)C2CCOCC2)[C@@H](CO)O1)c1ccccc1	0.8
O=C(C[C@H]1C=C[C@@H](NC(=O)Nc2ccc3c(c2)OCO3)[C@H](CO)O1)NCCCN1CCOCC1	-0.6
COc1ccccc1-c1cn(CC[C@@H]2CC[C@@H](NC(=O)C3CC3)[C@@H](CO)O2)nn1	-1.2
COc1ccccc1-c1cn(CC[C@H]2CC[C@H](NC(=O)C3CCCCC3)[C@H](CO)O2)nn1	-0.1
COCC(=O)N1CC(=O)N2[C@@H](CO)[C@@H](c3ccc(-c4ccccc4F)cc3)[C@@H]2C1	-9.2
C[C@@H]1CN([C@@H](C)CO)C(=O)c2cccc(NC(=O)c3ccncc3)c2O[C@@H]1CN(C)Cc1ccncc1	0.1
O=C(Nc1ccc(F)cc1)N1C[C@H]2[C@@H](c3ccccc31)[C@H](CO)N2Cc1ccccc1Cl	0.0
CCc1csc(N2[C@@H](C#N)[C@@H](c3ccc(-c4ccc(F)cc4)cc3)[C@@H]2CO)n1	0.5
COc1ccc(S(=O)(=O)N(C)C[C@@H]2Oc3c(NC(=O)Nc4ccc5c(c4)OCO5)cccc3C(=O)N([C@@H](C)CO)C[C@@H]2C)cc1	0.1
C[C@H](CO)N1C[C@H](C)[C@H](CN(C)C(=O)c2cccc(F)c2)Oc2ncc(C3=CCCCC3)cc2C1=O	-0.3
O=C(N[C@H]1CC[C@@H](CCNS(=O)(=O)c2ccc(F)cc2)O[C@@H]1CO)C1CCOCC1	0.4
C[C@H]1CCCCO[C@H](CN(C)Cc2ccc(Cl)c(Cl)c2)[C@@H](C)CN([C@@H](C)CO)C(=O)c2cc(NC(=O)Nc3ccccc3)ccc2O1	-0.6
C[C@H]1CN([C@@H](C)CO)C(=O)c2cc(NS(=O)(=O)c3ccc(Cl)cc3)ccc2O[C@H]1CN(C)C(=O)NC1CCCCC1	-0.2
N#C[C@H]1[C@@H](c2ccccc2C2=CCCCC2)[C@H](CO)N1C(=O)c1ccccn1	-7.7
CC(=O)N(C)C[C@@H]1Oc2cc(-c3ccccc3)ccc2S(=O)(=O)N([C@@H](C)CO)C[C@@H]1C	0.9
CC(C)C#Cc1ccc([C@@H]2[C@@H](C#N)N(C(=O)C3CC3)[C@@H]2CO)cc1	1.5
Cc1noc(C)c1S(=O)(=O)Nc1ccc2c(c1)C(=O)N([C@@H](C)CO)C[C@H](C)[C@@H](CN(C)S(=O)(=O)c1ccc(F)cc1)O2	0.7
C[C@@H]1CN([C@@H](C)CO)C(=O)Cc2cc(NS(=O)(=O)c3ccccc3)ccc2O[C@H]1CN(C)C(=O)Nc1ccccc1	-0.9
C[C@H]1CN([C@@H](C)CO)C(=O)c2c(c3ccccc3n2C)-c2ccccc2CO[C@@H]1CN(C)S(=O)(=O)c1ccsc1	-12
CCCNC(=O)N1[C@H](CO)[C@H](c2ccccc2-c2cccc(C)c2)[C@@H]1C#N	1.6
Cc1ccccc1S(=O)(=O)N[C@@H]1CC[C@@H](CCn2cc(-c3ccc(F)cc3)nn2)O[C@@H]1CO	1.6
COc1cccc(C#Cc2cnc3c(c2)C(=O)N([C@H](C)CO)C[C@@H](C)[C@@H](CN(C)C(=O)C2CCOCC2)O3)c1	0.3
CN(C)CC(=O)N[C@@H]1CC[C@H](CCNS(=O)(=O)c2ccccc2)O[C@@H]1CO	0.6
N#C[C@@H]1[C@H](c2ccccc2)[C@H](CO)N1C(=O)Nc1cccc(F)c1	-1.3
COC(=O)[C@@H]1[C@@H](CO)[C@@H]2Cn3c(cccc3=O)[C@@H]2N1CC1CCCC1	-0.8
C[C@@H]1CN([C@H](C)CO)C(=O)c2cc(-c3cccc(C#N)c3)cnc2O[C@H]1CN(C)C	0.8
CC(C)NC(=O)Nc1ccc2c(c1)C(=O)N([C@H](C)CO)C[C@@H](C)[C@H](CN(C)Cc1ccc(Cl)c(Cl)c1)OCCCC[C@H](C)O2	0.7
N#Cc1cccc(-c2ccc(C3[C@@H]4CN(C(=O)C5CCOCC5)C[C@H]3N4)cc2)c1 (some centres undefined)	-0.2
C[C@H](CO)N1C[C@H](C)[C@@H](CN(C)C(=O)Nc2ccc(C(F)(F)F)cc2)Oc2c(NC(=O)c3nc4ccccc4s3)cccc2C1=O	0.6
CN(C)C(=O)[C@@H]1[C@@H](CO)[C@@H]2Cn3c(ccc(-c4ccccc4)c3=O)[C@H]1N2C(=O)C1CCCC1	0.2
O=C(C[C@@H]1CC[C@H](NC(=O)Nc2ccc(C(F)(F)F)cc2)[C@H](CO)O1)NCc1cc(F)cc(F)c1	0.0
C[C@@H]1CN([C@H](C)CO)S(=O)(=O)c2ccc(-c3cncnc3)cc2O[C@@H]1CN(C)C(=O)c1cccc(F)c1	-0.5
C[C@H]1CN([C@@H](C)CO)C(=O)c2cccc(NC(=O)NC3CCCCC3)c2O[C@@H]1CN(C)C(=O)Nc1ccc(C(F)(F)F)cc1	1.8
CCC(=O)N1CC2(C1)[C@@H](c1ccc(-c3cccc(C)c3)cc1)[C@@H](CO)N2S(C)(=O)=O	-0.2
CC(C)NC(=O)Nc1cccc2c1O[C@@H](CN(C)Cc1ccncc1)[C@@H](C)CN([C@H](C)CO)C2=O	-0.1
C[C@@H]1CN([C@@H](C)CO)C(=O)c2cc(NC(=O)Nc3ccc(C(F)(F)F)cc3)ccc2O[C@@H]1CN(C)C	-0.7
CC(C)NC(=O)N1[C@@H](CO)[C@@H](c2ccccc2)C12CN(C(=O)c1ccccn1)C2	1.5
CCCC(=O)Nc1ccc2c(c1)C(=O)N(C)C[C@H](OC)[C@@H](C)CN(C)[C@H](C)CO2	1.3
COc1ccc(C[C@@H]2CCn3cc(nn3)COC[C@H](C(C)C)NC2=O)cc1	-0.6
C[C@H](CO)N1C[C@H](C)[C@@H](CN(C)Cc2cncnc2)Oc2cc(-c3cncnc3)ccc2S1(=O)=O	-0.2
OC[C@@H]1[C@H](c2ccc(C3=CCCC3)cc2)[C@H]2CN(Cc3ccncc3)CCCCN12	0.2
O=C(Cc1ccncc1)N[C@H]1CC[C@@H](CCn2cc(-c3ccccc3F)nn2)O[C@@H]1CO	-1.7
CO[C@@H]1CN(C)C(=O)c2ccc(NS(=O)(=O)c3ccccc3C)cc2OC[C@@H](C)N(C)C[C@H]1C	0.2
C/C=C/c1cnc2c(c1)C(=O)N([C@@H](C)CO)C[C@@H](C)[C@@H](CN(C)C(=O)c1cnccn1)O2	0.0

(continued)
SMILES	TcdB GH inh
C[C@@H]1CN([C@@H](C)CO)C(=O)Cc2cc(NC(=O)CCC(F)(F)F)ccc2O[C@H]1CN(C)Cc1ccccc1	0.0
C/C=C/c1ccc([C@H]2[C@@H](CO)N(CCC(F)(F)F)C23CN(C(=O)CC)C3)cc1	0.2
Cc1noc(C)c1S(=O)(=O)Nc1ccc2c(c1)C(=O)N([C@H](C)CO)C[C@H](C)[C@@H](CN(C)C(=O)c1ccccc1)OCCCC[C@H](C)O2	-3.4
CCC(=O)N1CCC2(CC1)CN(Cc1ccccc1Cl)[C@H](CO)c1c2c2ccc(OC)cc2n1C	0.2
C[C@@H]1CN([C@H](C)CO)S(=O)(=O)c2ccc(C#CC(C)(C)O)cc2O[C@@H]1CN(C)Cc1ccc(-c2ccccc2)cc1	-0.2
CO[C@@H]1CN(C)C(=O)c2ccc(NC(=O)c3nc4ccccc4s3)cc2OC[C@@H](C)N(Cc2ccncc2)C[C@H]1C	1.7
O=C(Cc1ccccn1)N1CC(=O)N2[C@H](C1)[C@H](c1ccc(C#CCC3CCCC3)cc1)[C@@H]2CO	-0.4
C[C@@H]1CN([C@H](C)CO)S(=O)(=O)c2ccc(C#Cc3cccnc3)cc2O[C@H]1CN(C)CC1CCOCC1	2.8
CC(C)NC(=O)N(C)C[C@H]1OCCCC[C@H](C)Oc2ccc(NC(=O)c3ccccc3)cc2C(=O)N([C@H](C)CO)C[C@@H]1C	0.9
C[C@H]1CN([C@@H](C)CO)C(=O)Cc2cc(NC(=O)Cc3cn(C)c4ccccc34)ccc2O[C@@H]1CN(C)Cc1ccc(Cl)c(Cl)c1	-0.7
O=C(Nc1ccc(Cl)cc1)N1C[C@@H]2[C@H](c3ccccc31)[C@H](CO)N2C(=O)c1cccnc1	0.9
O=C(C[C@@H]1CC[C@@H](NC(=O)Cc2cccnc2)[C@H](CO)O1)Nc1ccccc1	1.1
O=C(C[C@@H]1C[C@H]2c3cc(NS(=O)(=O)c4ccc(F)cc4)ccc3O[C@H]2[C@H](CO)O1)NCc1ccc(Oc2ccccc2)cc1	-0.3

Screening results from PubChem.
